# HEK293 tox = qHTS of GLP-1 Receptor Inverse Agonists: Cytotox Screen | HEK293 cAMP-luciferase reporter cells, luminescence, 24 h | Potency, µM (top dose mostly 38.3 µM), without a hit: top-dose activity change, negative = inhibition, hits mostly inhibitors | hit rate 0.13% among 410,000 | AID 624418, 2012;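 note: loss of luciferase light is scored as toxicity; potency is the fitted concentration of half-maximal effect; % is set by controls: 0 for no effect and ±100 for the full control effect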
#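 Step one: seed cells (200 cells/uL, DMEM with 10% Nu serum, 1% pen-strep). Step two: 12-hour incubation at 37 deg C. Step three: pin 23 nL compound, incubate 24 hr. Step four: add luciferase reagent, read luminescence 12 min later.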
# DRD3 agonist = qHTS of D3 Dopamine Receptor Agonist: qHTS. D3R DiscoveRx beta-arrestin cells, luminescence, 90 min. max activation, %. hit rate 0.58% among 410,000; in the data active = max activation above about 30%; note: 0% is about no effect; mostly tested at two doses, the higher about 12 µM
# Target sequence (P35462 whole entry, looked up): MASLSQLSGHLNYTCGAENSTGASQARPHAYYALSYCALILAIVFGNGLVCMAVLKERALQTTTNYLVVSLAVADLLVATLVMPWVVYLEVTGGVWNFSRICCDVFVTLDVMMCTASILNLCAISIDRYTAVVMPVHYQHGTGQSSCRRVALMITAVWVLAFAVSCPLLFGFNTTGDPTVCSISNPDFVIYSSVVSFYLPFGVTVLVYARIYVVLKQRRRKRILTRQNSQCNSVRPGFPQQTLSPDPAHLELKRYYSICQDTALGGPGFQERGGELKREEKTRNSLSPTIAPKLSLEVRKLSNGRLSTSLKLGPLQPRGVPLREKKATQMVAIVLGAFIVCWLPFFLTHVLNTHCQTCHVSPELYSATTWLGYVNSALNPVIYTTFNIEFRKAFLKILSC
#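 Agonist-mode cell screen: cells plated at 1500/well and incubated overnight at 37 °C, then exposed to library compounds for 90 min at 37 °C. Detection reagent was added for 30–60 min at room temperature, and luminescence was read.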
# HT1080-NT tox = qHTS for induction of synthetic lethality in tumor cells producing 2HG: qHTS for the HT-1080-NT fibrosarcoma cell line | hit rate 1.6% among 360,000 | Potency, µM (titrated, usually from 46.1 µM), for inactives: at the highest dose activity, negative = less viability, most hits filed as cytotoxic | HT-1080-NT fibrosarcoma viability, CellTiter-Glo ATP luminescence, 48 h;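 note: NT is the 2HG producing partner of a matched IDH1 knockdown line; potency is the fitted concentration of half-maximal effect; 0% = DMSO-treated cells and -100% = media-only wells without cells; nearly all actives have a fitted effect of over 55% in size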
#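 Fibrosarcoma NT cells, 750 per well in 5% FBS RPMI, were exposed to compound for 48 hours. Viability: CellTiter-Glo luminescence.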
# MCF10A rereplic = A quantitative high throughput screen for small molecules that induce DNA re-replication in MCF 10a normal breast cells; MCF 10A DNA re-replication, Hoechst nuclear intensity, 48 h; Potency, µM (doses to about 46.1 µM), without a hit: at the top dose activity, positive = re-replication, usual class: activators; hit rate 2.9% among 350,000; AID 624296, 2012; note: potency is the fitted concentration of half-maximal effect; % of control where 0% means no effect; nearly all actives have a fitted effect of over 50% in size
# SW480 rereplic = A quantitative high throughput screen for small molecules that induce DNA re-replication in SW480 colon adenocarcinoma cells; hit rate 1.8% among 340,000; SW480 DNA re-replication, Hoechst DNA content imaging, 48 h; Potency, µM (titrated, usually from 46.1 µM), for inactives: top-dose re-replication activation, usual class: activators; AID 624297, 2012; note: potency is the fitted concentration of half-maximal effect; % of control where 0% means no effect; nearly all actives have a fitted effect of over 55% in size
#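 SW480 cells exposed to compounds for 48 hr at 37 C, 5% CO2, then Hoechst-stained 40 min. Nuclear DNA content imaged by fluorescence scanning (405 nm excitation, 500-530 nm emission); re-replication scored as increased high-intensity nuclei.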
# KB-3-1 tox = qHTS assay for MDR1-selective chemotherapeutics: Primary screen using the parental adenocarcinoma cell KB-3-1; hit rate 1.4% among 400,000; KB-3-1 viability, CellTiter-Glo ATP luminescence, 72 h; Potency, µM (highest dose often 46.1 µM), for inactives: top-dose activity change, negative = cytotoxic, most hits filed as cytotoxic; note: potency is the fitted concentration of half-maximal effect; % is set by controls: 0 for no effect and ±100 for the full control effect; nearly all actives have a fitted effect of over 60% in size
#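 Cells are dispensed, compounds pinned in, plates held at 37 °C for 72 h, then CellTiter-Glo is added and luminescence read after 10 minutes. Cell line: parental KB-3-1 in phenol-red-free DMEM, 10% FBS.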
# IL-1B inflam inh = qHTS for Inhibitors of Inflammasome Signaling: IL-1-beta AlphaLISA Primary Screen; AID 743279, 2014; activity change, % at 57.5 µM; THP-1 LPS/ATP IL-1B secretion, AlphaLISA, 16 h; stronger effect = lower value; hit rate 4.7% among 360,000; in the data active = activity change below about -50%; inconclusive = mostly about -30% to -49%; note: % is set by controls: 0 for no effect and ±100 for the full control effect
#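 Secreted IL-1B measured by AlphaLISA bead assay after 16 h compound exposure of THP-1 cells; compounds (final up to 57.5 uM) added 1 h before LPS (250 ng/mL) and ATP (1.25 mM) stimulation; lower signal means less secretion.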
# HT1080 IDH1KD tx = qHTS for induction of synthetic lethality in tumor cells producing 2HG: qHTS for the HT-1080-IDH1KD cell line | HT-1080 IDH1 knockdown viability, ATP luminescence, 48 h | Potency, µM (series often up to 46.1 µM), inactives show at the top dose activity, negative = toxicity, most hits filed as cytotoxic | hit rate 2% among 360,000 | AID 686971, 2013;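 note: potency is the fitted concentration of half-maximal effect; 0% = DMSO wells and -100% = cell-free medium wells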
#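 IDH1KD HT-1080 cells, 750/well, RPMI + 5% FBS; compound pinned after 2 h settling; 48 h, 37 °C; CellTiter-Glo luminescence; % activity normalised to DMSO and no-cell wells; curves fitted, classed by r2 and efficacy.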
# KB-V1 cytotox = qHTS assay for MDR1-selective chemotherapeutics: Primary screen using the drug-selected MDR subline cells KB-V1; KB-V1 MDR cells viability, CellTiter-Glo, 72 h; Potency, µM (doses to about 46.1 µM), without a hit: top-dose activity change, negative = cytotoxicity, hits mostly cytotoxic; hit rate 3.4% among 400,000; AID 1347076, 2019; note: potency is the fitted concentration of half-maximal effect; % is set by controls: 0 for no effect and ±100 for the full control effect; nearly all actives have a fitted effect of over 60% in size
#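 In this primary screen, KB-V1 cells overexpressing P-gp are incubated with library compounds (lowest to highest concentration) for 72 h at 37 degrees C before a luminescent ATP viability read.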
# * hit, by the source's call; i = inactive; ? = inconclusive; / = not tested or not shown; [ ] = dose if it differs, or a comment. Unless noted, calls come from the whole dose curve; as a rule, active = well fitted curve in the direction sought with a large enough effect; inconclusive = small, poorly fitted or top-dose-only effect, or another doubt; inactive = no such curve, though single readings can be large; an effect the other way counts as inactive or inconclusive.
# Results follow in this order: HEK293 tox, DRD3 agonist, HT1080-NT tox, MCF10A rereplic, SW480 rereplic, KB-3-1 tox, IL-1B inflam inh, HT1080 IDH1KD tx, KB-V1 cytotox
- COc1ccc(/C=N/NC(=O)c2cccc(NC(=O)c3ccc(F)cc3)c2)c(C(=O)O)c1OC
→ 2%, -5, 0%, 4%, -3%, -3%, 16, -4%, 9%
- Cc1ccc(N2CC(C(=O)N3CCCc4ccccc43)CC2=O)cc1 (stereo not drawn)
→ 0%, -15, -2%, 1%, -2%, 1%, 18, -1%, -26%
- FC(F)(F)COc1ccc(-n2ccnc2)nn1
→ 1%, 7, 12%, -6%, -4%, 24%, 0, 3%, 4%
- Nc1c(C(=O)NCC2CCCO2)sc(=S)n1-c1ccccc1 (stereo not drawn)
→ 16%, 4, -5%, -1%, -3%, -4%, -9, 1%, 18%
- O=C(O)Cc1ccc2ccc3ccccc3c2c1
→ 6%, 0, 1%, -1%, 2%, 6%, 38, -1%, -3%
- CCn1ncc([N+](=O)[O-])c1C(=O)NC1CCCCC1
→ 12%, 2, -1%, -26%, ?, 3%, 7, -1%, -16%
- CC1CCN(S(=O)(=O)N2CCC(C(=O)N3CCC(N(C)CC4CCCO4)CC3)CC2)CC1 (stereo not drawn)
→ -14%, 0, 4%, 11%, -2%, 12%, -10, 2%, 4%
- COC(=O)Nc1ccc2c(c1)N(C(=O)CCN1CCN3CCCC3C1)c1ccccc1S2 (stereo not drawn)
→ -28%, -3, -2%, 6%, -7%, 4%, -25, 3%, -4%
- Cc1cccc(C)c1NC(=O)C1(N(C(=O)c2ccccn2)c2ccc(O)cc2)CCCCC1
→ -7%, 15, 17%, 17%, 2%, 1%, -15, 0%, 12%
- Cc1cc(/C=C2\SC(=O)N(C)C2=O)c(C)n1-c1ccc(S(N)(=O)=O)cc1
→ 1%, 1, 3%, -10%, -8%, -9%, 12, 0%, 19%
- Cc1oc(-c2ccc(Cl)cc2)[n+]([O-])c1C
→ -10%, -2, 18%, 14%, 0%, 9%, -4, 13%, 6%
- C[C@H]1CN([C@@H](C)CO)C(=O)c2cc(C3=CCCC3)cnc2O[C@@H]1CN(C)C(=O)c1ccncc1
→ 5%, -2, -10%, /, /, -8%, 9, -4%, 2%
- COCC1CCCN(C(=O)c2cc(COc3ccc(C(C)=O)cc3)on2)C1 (stereo not drawn)
→ -6%, -21, -7%, 11%, 3%, /, -15, -6%, /
- COc1ccc2ccccc2c1/C=N/n1cnnc1
→ 4%, 3, 1%, 1%, -5%, -1%, 23, -1%, -26%
- Nn1c(SCC(=O)NCCC2=CCCCC2)nnc1C(F)(F)F
→ -11%, -16, -2%, -1%, -1%, 1%, 6, -6%, -4%
- COc1ccc(C(=O)Nc2ccc(-c3n[nH]c(=S)o3)cc2)cc1OC
→ 0%, 0, 6%, -2%, -15%, 2%, -2, 5%, -12%
- O=C1CC(C(=O)Nc2ccc(Cl)cc2)S/C(=N\N=C\c2ccco2)N1 (stereo not drawn)
→ ?, 7, 0%, -2%, 5%, 4%, 16, -1%, -13%
- CC1(C)C=Cc2c(ccc3c2OC[C@@H](c2ccc(O)cc2O)C3)O1
→ -5%, -46, -4%, ?, 8%, -1%, -13, -3%, -6%
- CCOc1ccc(NC(=S)N2CCN(S(=O)(=O)c3ccc(OC)cc3)CC2)cc1
→ 2%, -1, -3%, -1%, 11%, 10%, -12, -12%, -7%
- CCc1ccc(NC(=O)CSCCN2C(=O)c3ccccc3C2=O)cc1
→ -10%, 4, -2%, 7%, -7%, ?, 33, 8%, 0%

# Single entries from the results shown:
# Cc1cccc(C)c1NC(=O)C1(N(C(=O)c2ccccn2)c2ccc(O)cc2)CCCCC1 in KB-V1 cytotox → 12%
# CCn1ncc([N+](=O)[O-])c1C(=O)NC1CCCCC1 in KB-3-1 tox → 3%
# Nn1c(SCC(=O)NCCC2=CCCCC2)nnc1C(F)(F)F in MCF10A rereplic → -1%
# CC1CCN(S(=O)(=O)N2CCC(C(=O)N3CCC(N(C)CC4CCCO4)CC3)CC2)CC1 (stereo not drawn) in HT1080-NT tox → 4%

# Compound profiles, from the list above. Screens in order: HEK293 tox	DRD3 agonist	HT1080-NT tox	MCF10A rereplic	SW480 rereplic	KB-3-1 tox	IL-1B inflam inh	HT1080 IDH1KD tx	KB-V1 cytotox
# Record of COc1ccc(C(=O)Nc2ccc(-c3n[nH]c(=S)o3)cc2)cc1OC = 0%	0	6%	-2%	-15%	2%	-2	5%	-12%
# Record of CCn1ncc([N+](=O)[O-])c1C(=O)NC1CCCCC1 = 12%	2	-1%	-26%	?	3%	7	-1%	-16%

# Further results:
# Results follow in this order: HEK293 tox, DRD3 agonist, HT1080-NT tox, MCF10A rereplic, SW480 rereplic, KB-3-1 tox, IL-1B inflam inh, HT1080 IDH1KD tx, KB-V1 cytotox
- Cc1ccc(/C=C2/C(=O)N=C(N)N2C)s1
→ -15%, 3, 4%, 4%, 1%, 12%, -14, 18%, 2%
- CCc1nnc(N/N=C/c2ccc(O)c(OC)c2)n1N
→ -29%, 2, -28%, ?, ?, -56%, 0, -11%, -1%
- CCOC(=O)C1CCN(c2c(NCc3ccc(C(=O)Nc4ccc(C)cc4)cc3)c(=O)c2=O)CC1
→ -8%, 5, 0%, 2%, -13%, 0%, 3, 6%, 3%
- O=C(COC(=O)c1ccc(=O)n(Cc2ccccc2)n1)Nc1ccc2c(c1)OCCO2
→ -18%, -3, 15%, -1%, 1%, -2%, 9, 18%, 1%
- CCc1[nH]nc2c1C(c1ccc(Br)s1)C(C#N)=C(N)O2 (stereo not drawn)
→ ?, -2, ?, ?, ?, ?, -100*, ?, -2%
- COc1ccc(NC(=O)c2cn3c(nc4ccccc43)c(C#N)c2C)cc1
→ -7%, -4, ?, 1%, ?, 21%, 0, 22%, 0%
- Clc1ccccc1/C=C/c1nc(-c2ccccn2)no1
→ -10%, 10, -8%, -1%, -4%, -10%, -13, -17%, 0%
- COc1cc(NC(=O)COC(=O)C=C(C)C)c(C)cc1[N+](=O)[O-]
→ -9%, -8, 2%, 6%, 2%[1.84 µM], 9%, -11, 1%, 6%
- Cc1cccc2cc(C#N)c(NCc3ccccc3)nc12
→ 18%, 3, 3%, 23µM*, ?, -1%, 41, 4%, -2%
- C=CCn1c(=N)n(CC(=O)c2ccc(OC)cc2)c2ccccc21
→ -1%, -12, 0%, 1%, -6%, 0%, /, 0%, -13%
- CC(=O)N1c2ccccc2NC2=C(C(=O)CC(C)(C)C2)C1c1cccn1C (stereo not drawn)
→ 4%, -6, 18%, -3%, -11%, 5%, -11, 20%, 2%
- Cc1csc(NC(=O)c2c(-c3ccccc3)noc2C)n1
→ 16%, 3, -23%, 1%, -5%, 3%, 52, 1%, ?
- Cc1ccc(N2C(=O)CC(Cc3cccc(C)c3)C2=O)cc1 (stereo not drawn)
→ 2%, -1, ?, 2%, -5%, -3%, -7, 13%, -8%
- O=C(NCCNC(=O)c1ccccc1O)c1ccccc1O
→ 2%, -12, 4%, 20%, 21%, 3%, 22, -1%, -6%
- Cc1cc(C)n2nc(CNS(=O)(=O)c3cccc([N+](=O)[O-])c3)nc2n1
→ -3%, 1, 12%, 2%, 8%, 4%, 9, 4%, 15%
- O=C(NCc1cccc(OC(F)(F)F)c1)C1CCC(=O)N(Cc2cccc(F)c2)C1 (stereo not drawn)
→ -20%, -2, -13%, -3%, -12%, 6%, -1, -6%, -18%
- CCN(CC)CCn1c2ccccc2c2nc3ccc([N+](=O)[O-])cc3cc21
→ -23%, -22, -28%, ?, 21µM*, 0%, -16, -30%, -3%
- COc1ccc(-n2c(=O)c3sc4ccccc4c3n(CC(=O)N3CCCC3)c2=O)cc1
→ -10%, 3, /, /, /, 15%, /, /, 5%
- CCc1ccc(NC(=O)Cn2nnc(C(=O)NCCc3ccc(OC)c(OC)c3)c2N)cc1
→ -16%, 3, 6%, -2%, 3%, 18%, 103, -5%, ?
- CCCc1cc(=O)n2[nH]c(NCc3ccccc3Cl)nc2n1
→ -2%, -6, -1%, 2%, -5%, 7%, 18, 3%, 22%

# (more compounds)
# Results follow in this order: HEK293 tox, DRD3 agonist, HT1080-NT tox, MCF10A rereplic, SW480 rereplic, KB-3-1 tox, IL-1B inflam inh, HT1080 IDH1KD tx, KB-V1 cytotox
- O=c1cc(-c2ccccc2)nc(SCc2nc(-c3ccccc3Cl)no2)[nH]1
→ 1%, -10, /, /, /, 9%, /, /, 13%
- O=C(Nc1ccc(-c2nc3ccccc3o2)cc1)c1ccc2c(c1)OCO2
→ 9%, 1, -19%, ?, ?, 6%, 28, ?, ?
- O=C(NC1CCS(=O)(=O)C1)c1ccc(N2CCCCC2)c([N+](=O)[O-])c1 (stereo not drawn)
→ -21%, 3, 2%, /, /, 0%, i, 7%, -14%
- COC(=O)c1c(NC(=O)c2nc(SC)ncc2Cl)sc2c1CCCC2
→ 1%, -2, /, /, /, -4%, /, /, 21%
- O=C(CSc1ncn[nH]1)NCCc1ccccc1
→ -7%, 1, 0%, ?, -5%, 2%, 3, 0%, 8%
- O=C(COC(=O)C1CCN(S(=O)(=O)c2cccs2)CC1)Nc1ccc(F)cc1F
→ -8%, 6, 14%, 0%, -12%, 4%, -1, 10%, ?
- CCn1c(CNc2ccc(C(=O)O)cc2)nc2ccccc21
→ 8%, -2, 6%, -5%, -7%, 0%, 36, ?, -7%
